LMPTP block = LMPTP phosphatase inhibitors, primary screen, biochemical, fluorescence intensity, uHTS; recombinant LMPTP-A, OMFP fluorogenic substrate; inhibition, % at 20 µM; actives 0.22% (n = 360,000); AID 651560, 2012;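 active = compounds that cut the enzyme signal by at least half of the control window in the single-dose screen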;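 also: plate controls were DMSO wells with enzyme plus substrate for no effect and substrate without enzyme for full effect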
Target sequence (P24666 whole entry, looked up): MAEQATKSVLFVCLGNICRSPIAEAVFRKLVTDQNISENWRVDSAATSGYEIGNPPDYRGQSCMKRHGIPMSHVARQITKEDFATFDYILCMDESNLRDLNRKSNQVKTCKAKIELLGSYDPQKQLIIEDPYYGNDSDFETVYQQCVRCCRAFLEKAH
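Test system: LMPTP-A phosphatase enzyme; input: 0.625 nM LMPTP-A final; reagent: OMFP substrate, 400 µM final; compound dosing: 20 µM single dose, 3% DMSO; incubation: 50 min dark incubation at room temperature; measured by: endpoint fluorescence intensity from OMFP dephosphorylation; measure: % inhibition relative to no-enzyme and uninhibited control wells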
CSN inh = inhibitors of CSN-mediated cullin deneddylation, primary screen, biochemical, fluorescence polarization, uHTS | COP9 signalosome complex subunit 5 (Homo sapiens), Q92905 | Purified CSN, SCF-Nedd8-OG deneddylation | inhibition, % at 12.5 µM | actives 0.38% (n = 360,000);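 active = pattern-corrected inhibition above about 35%, with an unprinted fluorescence ratio check between 0.5 and 1.5, limit read from the data, passing the limit was not always enough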;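 also: 0% = enzyme with substrate and 100% = substrate without enzyme; some results filed as inactive read as strong as hits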
Target sequence (Q92905 whole entry, looked up, one chain of several): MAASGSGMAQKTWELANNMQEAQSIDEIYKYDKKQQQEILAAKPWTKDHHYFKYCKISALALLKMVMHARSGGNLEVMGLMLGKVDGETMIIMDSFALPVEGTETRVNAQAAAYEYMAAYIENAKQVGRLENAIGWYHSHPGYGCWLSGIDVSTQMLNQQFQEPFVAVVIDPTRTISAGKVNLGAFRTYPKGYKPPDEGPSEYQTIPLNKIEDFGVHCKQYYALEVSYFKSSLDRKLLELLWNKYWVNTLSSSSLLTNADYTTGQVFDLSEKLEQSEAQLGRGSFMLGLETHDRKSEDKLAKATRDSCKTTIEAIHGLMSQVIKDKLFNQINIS
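assay system = purified human Csn5 enzyme expressed in HEK293T cells | amount = 0.24 nM enzyme | buffer or medium = Tris/NaCl/DTT buffer, pH 7.5 | reagent = 10 nM SCFSkp2-Nedd8OG | compound = one concentration, 12.5 µM, 0.25% DMSO | times = 90 min reaction at room temperature | signal = FP | read-out basis = % inhibition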
Neddylation inh = inhibitors of cullin neddylation, primary screen, biochemical, TR-FRET, uHTS, NAE and Ubc12; NEDD8-conjugating enzyme Ubc12 (Homo sapiens) + NEDD8-activating enzyme E1 regulatory …; calls only at 25 µM; actives 0.58% (n = 360,000); in the data active = inhibition above about 36%
Scp1 inh = Scp-1 phosphatase inhibitors, primary screen, biochemical, colorimetric, uHTS; actives 0.88% (n = 340,000); Recombinant Scp1, phosphopeptide, malachite green phosphate absorbance; AID 493091, 2011; Carboxy-terminal domain RNA polymerase II polypeptide A small phosphatase 1 (Homo …; inhibition, % at 20 µM;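 active = inhibition above about 50% at 20 µM, limit read from the data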;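 also: plate controls were DMSO wells with enzyme for no effect and wells lacking enzyme for full effect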
Target sequence (Q9GZU7 76-261 limits assumed): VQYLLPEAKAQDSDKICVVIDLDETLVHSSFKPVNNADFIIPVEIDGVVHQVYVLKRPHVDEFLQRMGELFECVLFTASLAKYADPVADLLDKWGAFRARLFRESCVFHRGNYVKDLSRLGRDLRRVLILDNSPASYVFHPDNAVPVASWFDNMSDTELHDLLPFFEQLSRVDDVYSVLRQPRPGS
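Material – SCP-1 phosphatase catalytic domain, residues 76-261 · Buffer or medium – Acidic Tris acetate buffer with magnesium and detergent · Also added – Phospho 17-mer peptide substrate · Compound – single 20 µM dose, 1% DMSO · Times – 45 min room-temperature reaction, 5 min colour, 30 min stabiliser · Technique – Phosphate-binding colour reagent, absorbance read at 630 nm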
Rpn11 inh = Rpn11 (PSMD14) deubiquitinase inhibitors, primary screen, biochemical, fluorescence polarization, uHTS | actives 0.59% (n = 360,000) | calls only at 20 µM | AID 588493, 2011 | human 26S proteasome, Ub4-pepOG fluorescence polarization; 20S core pre-blocked with epoxomicin;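 active = inhibition at 20 µM, scaled to each plate's controls, above about 33%, limit read from the data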
SUMO1-SIM PPI = modulators of SUMO1 protein-protein interactions, primary screen, biochemical, uHTS. Small ubiquitin-related modifier 1 (Homo sapiens), P63165. SUMO1 binding to a labelled peptide, TR-FRET, 1 h. inhibition, % at 20 µM. actives 0.33% (n = 360,000); in the data active = inhibition above about 37%
Target sequence (P63165 whole entry, looked up): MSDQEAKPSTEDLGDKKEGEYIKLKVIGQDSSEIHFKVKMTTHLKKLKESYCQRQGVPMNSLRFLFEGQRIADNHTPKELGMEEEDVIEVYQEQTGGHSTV
Rin1-Abl PPI inh = inhibitors of Rin1-Abl protein binding, primary screen, biochemical, TR-FRET. Tyrosine-protein kinase ABL1 (Homo sapiens) + Ras and Rab interactor 1 (Homo sapiens), …. inhibition, % at 7.35 µM. actives 0.4% (n = 360,000); in the data active = inhibition above about 5%, passing the limit was not always enough
STEP block = STEP phosphatase inhibitors, primary screen, biochemical, fluorescence intensity, uHTS; inhibition, % at 20 µM; actives 0.25% (n = 360,000); recombinant STEP, OMFP fluorogenic substrate; Tyrosine-protein phosphatase non-receptor type 5 (Homo sapiens), P54829;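 active = inhibition at 20 µM, scaled per plate between control wells, above about 37%, limit read from the data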;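 also: 0% = DMSO with enzyme and substrate and 100% = substrate only without enzyme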
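Measure: Control-normalized % inhibition with plate pattern correction | Test system: STEP phosphatase, cell-free reaction | Medium: pH 6.0 Bis-Tris with DTT and Tween 20 | Technique: Fluorescence, 480/540 nm | Times: Reaction 20 min, ambient temperature | Doses: Single compound dose of 20 µM, 1% DMSO final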
NadD inh = inhibitors of S. aureus NadD, primary screen, biochemical, colorimetric, uHTS | Nicotinate-nucleotide adenylyltransferase NadD (Staphylococcus aureus N315) | purified NadD enzyme, colorimetric absorbance read-out | inhibition, % at 20 µM | actives 0.78% (n = 360,000) | AID 602399, 2012; in the data active = inhibition above about 26%; also: some compounds past the cut are filed as inactive
DNMT1 block = human DNMT1 methyltransferase inhibitors, primary screen, biochemical, molecular beacon, fluorescence, HinP1I cleavage, uHTS | inhibition (reported as % activation of signal), % at 10 µM | actives 0.83% (n = 360,000) | DNA (cytosine-5)-methyltransferase 1 (Homo sapiens), P26358 | AID 588458, 2011; in the data active = inhibition above about 50%
Active calls of the source: *; i = inactive; nt = no result given.

SMILES	LMPTP block	CSN inh	Neddylation inh	Scp1 inh	Rpn11 inh	SUMO1-SIM PPI	Rin1-Abl PPI inh	STEP block	NadD inh	DNMT1 block
CCOc1ccc(CCNC(=O)COC(=O)COc2ccc(C#N)cc2)cc1OCC	-0.4	2	i	-2	i	-1	2	-2	-1	1
Cc1ccc(S(=O)(=O)N(c2cccc(C)c2)C2CCS(=O)(=O)C2)cc1 (centres undefined)	-2.5	4	i	-7	i	2	-2	2	-5	3
O=[N+]([O-])c1cc(S(=O)(=O)N2CCCC2)ccc1N/N=C/c1ccncc1	1.2	0	i	-7	i	-25	-3	-1	-5	-5
CCn1nc2cc(C(=O)NCC34CC5CC(CC(C5)C3)C4)ccc2c1OC	0.2	-2	nt	-6	i	0	0	-2	0	6
C=CC(C)Sc1nc2c(c(=O)n(C)c(=O)n2C)n1Cc1ccccc1Cl (centres undefined)	3.2	-7	i	-9	i	2	0	5	-8	-1
COc1ccc(-c2cc(NC(C)=O)c3ncc(-c4ccc(OC)c(OC)c4)n3c2)c(OC)c1	3.4	12	i	nt	i	-7	-6	0	-4	-6
CC(=O)COc1c(-c2ccco2)oc2ccccc2c1=O	-1.0	3	i	3	i	-12	-4	3	1	1
COC(=O)c1ccc(COc2cccc(OC)c2)o1	-1.5	4	i	-3	i	4	-6	-4	-8	-3
COC(=O)[C@]1(C)N[C@H](c2ccc(-c3ccc(Cl)c(Cl)c3)cc2)[C@@H]2C(=O)N(C)C(=O)[C@@H]21	3.4	0	i	-8	i	2	-1	3	-7	-2
COc1ccc(/C=C/C(=O)Nc2ccccc2C(=O)N2CCCC2)cc1	-0.4	-1	i	-2	i	-3	-2	-10	2	1
Cc1ccc(S(=O)(=O)NCCC(=O)NC2CC2)cc1	-1.1	-1	i	-7	i	-4	3	4	1	-1
COc1ccc(OC)c(NC(=O)Cc2coc3ccc4ccccc4c23)c1	3.6	1	i	-16	i	-1	1	0	-10	-9
CC(=O)NC1C(OCCOc2ccc(Cl)cc2Cl)OC(COC(C)=O)C(OC(C)=O)C1OC(C)=O (centres undefined)	-4.1	0	i	-7	i	-2	0	4	5	1
O=C(O)C1CCCN(S(=O)(=O)c2ccc(Br)s2)C1 (centres undefined)	-1.7	-3	i	-5	i	1	-3	-2	-1	1
CON=C(C(=O)NC1C(=O)N2C(C(=O)O)=C(CSc3nc(=O)c(=O)[nH]n3C)CSC12)c1csc(N)n1 (centres undefined)	0.7	7	i	65*	i	33	2	11	4	47
Cc1ccc(N2C(=O)c3n[nH]c(C)c3C2c2ccccn2)cc1 (centres undefined)	-0.6	-1	i	0	i	-1	1	0	5	4
COc1ccc(S(=O)(=O)Nc2ccc(O)c(Sc3nc4ccccc4s3)c2)cc1	3.4	-6	i	-6	i	4	0	-6	6	-5
O=C(CNC(=O)C12CC3CC(CC(C3)C1)C2)OCc1ccc(F)cc1Cl	0.0	-5	i	-5	i	2	2	2	-7	1
O=C1Cc2cc(S(=O)(=O)N3CCN(c4ccc(O)cc4)CC3)ccc2N1	0.3	4	i	nt	i	21	-2	1	5	-16
O=C(NCc1ccccc1)C1=C[C@@H](C2CC2)C[C@@H](OCc2ccc(CO)cc2)O1	0.0	-2	i	-8	i	3	1	2	-5	0
C/C(=N\NC(=O)Cc1ccc(Cl)cc1)c1ccccc1O	1.9	5	nt	-9	i	-3	-3	0	-2	-2
COc1ccc(NC(=O)c2cc(-c3ccccc3Cl)on2)cc1OC	0.3	2	i	-2	i	-2	-4	1	1	-3
COc1cccc(N(C(=O)c2ccco2)C(C(=O)NC2CCCC2)c2cccnc2)c1 (centres undefined)	-2.8	-1	i	-3	i	-2	2	-2	0	-1
COc1cc(C(=O)OCC(=O)NC2CCCCC2)cc(OC)c1OC	-1.3	-3	i	-4	i	0	1	2	-2	-2
Cc1ccccc1N=Nc1c(O)[nH]c2ccccc12	-0.2	-1	i	-7	i	-28	-5	9	1	-3
NCc1ccccc1CS(=O)(=O)N1CCOCC1	-1.0	0	i	-2	i	-1	2	-4	3	-1
N#Cc1cccc(CS(=O)(=O)c2ccc(Cl)cc2)c1	-1.2	-4	i	-13	i	7	2	-2	-6	-2
O=C(/C=C/c1cccc([N+](=O)[O-])c1)Nc1cccc(NC(=O)c2ccco2)c1	0.5	6	i	-19	i	-14	-4	0	16	-22
COc1ccc(NC(=S)N2CCN(C(=O)c3ccco3)CC2)c(OC)c1	-1.7	-1	i	22	i	-3	-1	1	0	8
CC1=[N+](C)N(c2ccccc2)C(=O)C1N=C/C=C/c1ccccc1 (centres undefined)	-1.3	3	i	-8	i	-19	-5	1	-8	5

Scp1 inh, entries above that show a hit.
structure,LMPTP block,CSN inh,Neddylation inh,Scp1 inh,Rpn11 inh,SUMO1-SIM PPI,Rin1-Abl PPI inh,NadD inh,DNMT1 block
CON=C(C(=O)NC1C(=O)N2C(C(=O)O)=C(CSc3nc(=O)c(=O)[nH]n3C)CSC12)c1csc(N)n1 (centres undefined),0.7,7,i,65*,i,33,2,4,47

(cont.)
SMILES	LMPTP block	CSN inh	Neddylation inh	Scp1 inh	Rpn11 inh	SUMO1-SIM PPI	Rin1-Abl PPI inh	STEP block	NadD inh	DNMT1 block
CCCCCCCCCCCCCCCC[N+](C)(C)CC	-3.6	9	i	9	i	-78	-1	3	1	0
CCOC(=O)C1=CCC(c2ccc(Cl)cc2)N(S(=O)(=O)c2ccc(C)cc2)C1 (centres undefined)	2.8	-1	i	nt	i	1	3	2	2	2
O=C(CNC(=O)c1cccs1)NCC(=O)OCc1ccc(Cl)cc1Cl	-0.4	2	i	-3	i	-2	3	-3	-5	5
COc1cc(/C=C/C(=O)OCC(=O)Nc2c(C)n(C)n(-c3ccccc3)c2=O)cc(OC)c1OC	-0.8	0	i	-4	i	-6	2	1	2	5
CC(C)[C@H](NC(=O)NCc1ccc(Cl)cc1)C(=O)O	-2.2	-5	i	3	i	2	-1	-2	2	7
CCC(C)(C)n1nnnc1C(c1cccs1)N1CCc2ccccc21 (centres undefined)	1.6	1	i	-12	i	-5	2	4	2	0
CSc1cccc(N2CC(C(=O)Nc3ccccc3N3CCCC3)CC2=O)c1 (centres undefined)	1.2	0	i	4	i	0	-2	-2	4	-1
O=C(N/N=C/c1ccc([N+](=O)[O-])s1)c1ccccc1	0.5	22	i	1	i	-18	0	-2	2	-9
O=C(Nc1ccc(Br)cn1)C1CCN(S(=O)(=O)c2cccs2)CC1	0.7	2	i	-7	i	-1	-1	-1	-7	5
CCOC(=O)N1CCN(CC(=O)Nc2cccc(Br)c2)CC1	-1.5	1	i	3	i	-5	-3	-1	-1	0
CC(=O)c1ccc(S(=O)(=O)N2CCC(C(=O)Nc3ncc(C)s3)CC2)cc1	-0.7	0	i	-13	i	-3	3	2	-2	-4
Cc1cc(N(C)C)c(C#N)c(NCc2ccccc2)n1	0.6	6	i	-2	i	3	0	0	-1	2
CC(Nc1ccccc1)c1cc(Cl)ccc1O (centres undefined)	2.1	6	i	-3	i	2	-3	-1	-4	-9
CC1(C(=O)Nc2cccc(OC(F)(F)F)c2)Cc2c(-c3cccc(C(N)=O)c3)ccnc2O1 (centres undefined)	0.9	0	i	nt	i	6	3	-2	-5	-5
CCC(=O)Nc1cc(C(F)(F)F)ccc1N1CCOCC1	-0.6	-5	i	-4	i	0	-3	0	-1	0
Cc1ccccc1OCC(=O)OCC(=O)NCc1ccccc1	0.0	-2	i	-8	i	-1	3	4	-8	0
COc1ccc(CN2CCNC(=O)C2CC(=O)N(C)Cc2ccno2)c(F)c1 (centres undefined)	-1.3	2	i	-2	i	-3	0	-2	2	0
COc1ccc(CN2C(=O)C(CC(C)C)Nc3ncnc(N4CCOCC4)c32)cc1 (centres undefined)	-0.3	-4	i	2	i	2	4	3	0	-1
COc1ccc(CN2C(=O)c3ccc(C(=O)O)cc3C2=O)cc1	-1.2	2	i	-10	i	-20	1	-1	-8	0
CC(=O)NC(NC(=S)Nc1ccccc1Br)C(Cl)(Cl)Cl (centres undefined)	0.4	3	i	-5	i	0	0	0	-2	1
S=c1[nH]nc(-c2cccc(Cl)c2)n1CCN1CCCCC1	-2.3	-6	i	-5	i	1	-1	-1	2	2
O=C(NCCCN1CCCC1=O)c1ccc(Cl)c(NS(=O)(=O)c2ccc(F)cc2)c1	-0.7	-3	i	-2	i	-1	3	-2	-2	8
CCOC(=O)N/N=C(\C)c1ccccc1OC(F)F	-2.6	-2	i	-3	i	4	-2	-4	-1	2
C/C(=N\NC(=O)c1ccncc1)c1cc2ccccc2oc1=O	-0.1	2	i	-4	i	-18	-2	-3	0	-5
Cc1cc(Cl)ccc1N(CC(=O)N(C)Cc1ccccc1)S(C)(=O)=O	-0.5	-2	i	nt	i	2	-1	0	-10	3

As a short view, part of the list above:
SMILES	LMPTP block	CSN inh	Neddylation inh	Scp1 inh	Rpn11 inh	SUMO1-SIM PPI	Rin1-Abl PPI inh	STEP block	NadD inh	DNMT1 block
CC(=O)NC(NC(=S)Nc1ccccc1Br)C(Cl)(Cl)Cl (centres undefined)	0.4	3	i	-5	i	0	0	0	-2	1
S=c1[nH]nc(-c2cccc(Cl)c2)n1CCN1CCCCC1	-2.3	-6	i	-5	i	1	-1	-1	2	2
O=C(NCCCN1CCCC1=O)c1ccc(Cl)c(NS(=O)(=O)c2ccc(F)cc2)c1	-0.7	-3	i	-2	i	-1	3	-2	-2	8
CCOC(=O)N/N=C(\C)c1ccccc1OC(F)F	-2.6	-2	i	-3	i	4	-2	-4	-1	2
C/C(=N\NC(=O)c1ccncc1)c1cc2ccccc2oc1=O	-0.1	2	i	-4	i	-18	-2	-3	0	-5
Cc1cc(Cl)ccc1N(CC(=O)N(C)Cc1ccccc1)S(C)(=O)=O	-0.5	-2	i	nt	i	2	-1	0	-10	3

Source: PubChem
